Assay outcomes from PubChem.
L major viab: reduces viability of Leishmania major promastigotes; resazurin fluorescence viability; inhibition, % at 10 µM; 200,000 tested, 9% active; AID 1063; in the data active means inhibition above about 50%;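 further: promastigotes grown with compound for 44 hours at 28 °C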
bIAP inh: blocks bovine intestinal alkaline phosphatase activity. inhibition, % at 20 µM. AID 1019. purified bovine IAP, CDP-star luminescence, 30 min. 190,000 tested, under 10 active;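 active means over 50% inhibition of intestinal alkaline phosphatase at 20 µM in the single-dose screen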
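Assay system – bovine IAP enzyme · Quantity – bovine IAP at 1/65,000,000 final dilution · Detection – CDP-star luminescence signal · Times – 30 min reaction at room temperature · Also added – CDP-star substrate at 30 µM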
TNAP inh hi DEA: TNAP (human) inhibition, high acceptor | purified TNAP, CDP-star luminescence, 1 M DEA | 200,000 tested, 0.03% active | P05186 | inhibition, % at 20 µM | AID 1135;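 active means over 50% inhibition of tissue-nonspecific alkaline phosphatase at 20 µM in the single-dose screen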;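 further: plate controls were DMSO wells for no effect and EDTA-quenched wells as full inhibition for full effect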
Target sequence (P05186 whole entry, looked up): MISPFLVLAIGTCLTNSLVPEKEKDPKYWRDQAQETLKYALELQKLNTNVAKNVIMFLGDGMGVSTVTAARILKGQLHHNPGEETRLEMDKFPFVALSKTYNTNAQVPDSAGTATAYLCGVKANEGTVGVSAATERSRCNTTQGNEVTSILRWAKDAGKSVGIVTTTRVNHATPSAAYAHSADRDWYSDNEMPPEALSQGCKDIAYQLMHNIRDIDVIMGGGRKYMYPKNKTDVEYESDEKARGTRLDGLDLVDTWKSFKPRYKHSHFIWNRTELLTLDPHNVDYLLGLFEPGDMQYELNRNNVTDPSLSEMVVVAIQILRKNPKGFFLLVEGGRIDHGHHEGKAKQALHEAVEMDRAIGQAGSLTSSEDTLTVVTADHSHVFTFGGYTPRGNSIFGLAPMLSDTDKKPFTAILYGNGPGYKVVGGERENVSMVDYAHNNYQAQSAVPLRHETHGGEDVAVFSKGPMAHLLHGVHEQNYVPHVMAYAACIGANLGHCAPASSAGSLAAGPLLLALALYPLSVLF
TNAP act hi DEA: increases human TNAP activity under high phosphate acceptor concentration. activation factor at 20 µM. purified TNAP, CDP-star luminescence, 1 M DEA, 30 min; stronger effect = higher value; 0 = EDTA background, 1 = DMSO-only activity. AID 1136. 200,000 tested, under 10 active;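 active means activation factor at least 2 at 20 µM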
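Test system – human TNAP · Doses – 20 µM single point · Incubation – 30 min, room temperature · Signal – luminescent substrate turnover signal · Read-out basis – activation factor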
TNAP inh noacc: inhibitors of human TNAP without phosphate acceptor. inhibition, % at 20 µM. purified TNAP, CDP-star luminescence, 30 min. 200,000 tested, 0.26% active;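 active means tissue-nonspecific alkaline phosphatase inhibition above about 50% at 20 µM in the single-dose screen, limit read from the data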;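 further: 0% = DMSO negative control and 100% = EDTA positive control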
bIAP activator: increases bovine intestinal alkaline phosphatase activity; purified bovine IAP, CDP-star luminescence, 30 min; stronger effect = higher value; fold of DMSO-control signal, blank-subtracted; activation factor at 20 µM; 200,000 tested, 0.17% active; AID 1016;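 active means activation factor of 2 or more at 20 µM, a signal rise over negative controls twice the positive control's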
FLuc stim CS: firefly luciferase counter-screen for stimulation assays; P08659; ATPlite luciferase biochemical, luminescence, 10 min; 0 = ATP-free wells, 1 = DMSO control; 200,000 tested, under 10 active; activation factor at 10 µM;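 active means luciferase activation factor, scaled between plate controls, of at least 2 with compound at 10 µM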
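System: luciferase plus luciferin reagent, cell-free; medium: PBS as buffer for the ATP substrate; dosing: test compounds dosed from 2 mM stocks in 100% DMSO; timing: 10 min post-reagent at room temperature; measured by: luminescence measurement of luciferase light output; evaluation: luciferase activation, seen as luminescence increase over controls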
FLuc inhib CS: Photinus pyralis luciferase inhibition counter-screen; P08659; inhibition, % at 10 µM; 200,000 tested, 1.5% active; ATPLite firefly luciferase biochemical luminescence, 10 min;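 active means inhibition above about 50% when tested at 10 µM, limit read from the data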
APP transl inh: APP translation inhibition. SH-SY5Y APP 5'UTR-luciferase reporter, luminescence. inhibition, % at 2 µM. 190,000 tested, 0.82% active. AID 1285;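 active means inhibition above a set limit, derived from the sample mean plus 3 SD, cut at about 45% in these data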; further: values of inactives mirror those of a sister screen read the other way
RAM network inh: inhibitors of the yeast RAM network; S. cerevisiae dse1pr::URA3 reporter, 5-FOA growth OD615, 2 d; analog-sensitive cbk1-as2 kinase mutant strain; inhibition, % at 50 µM; 190,000 tested, 1.8% active; AID 868;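 active means inhibition above a set limit, 3 SD over mean compound inhibition, cut at about 8.4% in these data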;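 further: 0% = DMSO-only wells with no growth and 100% = 10 µM 1-NA-PP1 full growth; inhibition rescues growth on 5-FOA so higher OD means more RAM inhibition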
An asterisk follows results filed as active.

Under each structure – L major viab, bIAP inh, TNAP inh hi DEA, TNAP act hi DEA, TNAP inh noacc, bIAP activator, FLuc stim CS, FLuc inhib CS, APP transl inh, RAM network inh
CC(O)CN1C(=O)C(CC(=O)Nc2ccc(Cl)cc2)SC1=Nc1ccccc1 (stereo not given)
  16, -1, -2, 1, -7, 1, 1.1, -6, 4, 0.4
COc1ccc2cc(-c3cc(C(=O)OCC(=O)Nc4c(C)n(C)n(-c5ccccc5)c4=O)c4ccccc4n3)ccc2c1
  -2, 42, -4, 1, -18, 0.6, 0.1, 94*, -81, 7.2
CC(C)(C)NC(=O)c1cccc(NC(=O)c2cccc(O)c2)c1
  9, 3, -4, 1, -13, 1, 0.9, 10, -10, 0.1
O=C(C[n+]1ccccc1)Nc1ccccc1C(=O)O
  -2, 6, -3, 1, -14, 0.9, 1, -2, 7, 0.7
CCN(CC)S(=O)(=O)c1ccc(OC(C)C)c(NC(=O)c2c3c(nc4ccccc24)CCN(Cc2ccccc2)C3)c1
  58*, -2, -2, 1, -4, 1, 1, -1, -10, 0.0
O=C(NCc1ccccc1)c1ccccc1OCC(=O)N1CCCCC1
  22, 4, 1, 1, -8, 1, 1, -1, -10, 0.0
COc1ccc(NC(=O)/C(=C/c2ccc3c(c2)OCO3)NC(C)=O)cc1
  71*, -12, -2, 1, -6, 1.1, 1, 0, -25, 4.3
COC(=O)c1ccc(N2CCCCC2)c(N)c1
  -8, 0, -7, 1.1, -4, 1, 0.7, 28, -87, 0.0
COc1ccc(/C(C)=N\NC(=O)CSc2nnc(C)s2)cc1
  0, 18, -2, 1, 1, 0.8, 1, -4, -15, -0.6
CSCC[C@H](NC(=O)OC(C)(C)C)c1nnc(SCC=C(C)C)o1
  6, 7, -2, 1, -6, 0.9, 1.1, -5, -2, 0.8

Following part.
Under each structure – L major viab, bIAP inh, TNAP inh hi DEA, TNAP act hi DEA, TNAP inh noacc, bIAP activator, FLuc stim CS, FLuc inhib CS, APP transl inh, RAM network inh
COc1ccccc1-n1c(C)cc(/C=C2/C(=N)N3C(=NC2=O)SN=C3S(C)(=O)=O)c1C
  2, 8, -4, 1, -4, 0.9, 0.1, 87*, -31, 4.2
COc1ccc(S(=O)(=O)NCCSCc2ccccc2C)cc1Br
  -5, 37, -6, 1.1, -10, 0.6, 1, -3, 0, 9.9*
COc1ccccc1OCC(=O)NNC(=O)c1cnccn1
  15, -40, -3, 1, -40, 1.4, 1, -4, -13, 1.0
COc1ccc(OC)c(-n2c(-c3cc(-c4ccco4)[nH]n3)n[nH]c2=S)c1
  4, -35, -4, 1, -48, 1.3, 0.9, 8, -15, 0.9
c1nnc2c3c4c(sc3ncn12)CCCC4
  -1, 7, 0, 1, -12, 0.9, 1, -4, 5, 0.5
COC(=O)c1ccc(N=NN2CCOCC2)cc1
  -6, -7, 1, 1, -5, 1.1, 0.8, 20, -81, 1.0
CCOC(=O)NC(=O)c1cn(C(CC)CO)c(=O)[nH]c1=O (stereo not given)
  -2, -1, -9, 1.1, -8, 1, 1, -2, 2, -0.1
CN(C)c1ccc(/C=N/NC(=O)CCc2c[nH]c3ccccc23)cc1
  -7, 13, -4, 1, -12, 0.9, 1.1, -9, 12, 1.9
CN(C(=O)CSc1nc2c(cnn2-c2ccccc2)c(=O)[nH]1)C1CCS(=O)(=O)C1 (stereo not given)
  -3, -2, 0, 1, -1, 1, 1, 0, -2, 3.7
O=C(Nc1ccccc1)Nc1c(F)cccc1F
  -6, -21, 0, 1, -2, 1.2, 0.8, 16, 26, 0.1

Later entries
Under each structure – L major viab, bIAP inh, TNAP inh hi DEA, TNAP act hi DEA, TNAP inh noacc, bIAP activator, FLuc stim CS, FLuc inhib CS, APP transl inh, RAM network inh
Cc1sc(NC(=S)NC(=O)C2CCCCC2)c(C(N)=O)c1C
  63*, 12, 0, 1, 6, 0.9, 1.1, -8, -36, 6.4
O=C(CC1C(=O)OCC2CCCCN21)Nc1ccccc1C(F)(F)F (stereo not given)
  -3, 9, -2, 1, -17, 0.9, 1, 2, -20, 1.0
CCCC(C)NC(=O)C1CCN(S(=O)(=O)c2ccccc2)CC1 (stereo not given)
  -2, 1, -6, 1.1, -16, 1, 1, -4, 22, -1.6
O=C(Nc1cccc(OCC(=O)N2CCOCC2)c1)C1CCCCC1
  -4, -3, -4, 1, -8, 1, 1, 1, -25, 3.2
CN(c1ccccc1C(=O)N1CCc2ccccc2C1)S(C)(=O)=O
  -8, -8, 0, 1, 3, 1.1, 1.1, -15, 8, -0.7
CCOC(=O)/C=c1\s/c(=C\c2ccc(-c3ccccc3)cc2)c(=O)n1CC(=O)NCc1ccc2c(c1)OCO2
  47, 12, -6, 1.1, 2, 0.9, 1, -2, 3, 7.1
COc1ccccc1NC(=S)N1CCC(NC(=O)C23CC4CC(CC(C4)C2)C3)CC1
  94*, 8, -3, 1, -6, 0.9, 1.1, -9, 5, 3.9
CCOC(=O)c1c(NC(=O)CSC(=S)N2CCOCC2)sc(C)c1C
  0, -7, 1, 1, -50, 1.1, 1, 3, 13, 7.1
S=c1[nH]nc(-c2cccnc2)n1/N=C/C(Cl)=C\c1ccccc1
  86*, 4, 4, 1, 16, 1, 1.1, -12, -36, 4.3
c1ccc(CN2CCC(Nc3nc(-c4ccccc4)nc4ccccc34)CC2)cc1
  100*, 3, -9, 1.1, 0, 1, 1.1, -11, 11, 0.7

(more compounds)
Under each structure – L major viab, bIAP inh, TNAP inh hi DEA, TNAP act hi DEA, TNAP inh noacc, bIAP activator, FLuc stim CS, FLuc inhib CS, APP transl inh, RAM network inh
O=C(Cc1ccccc1)Nc1ccc(N2CCCC2)cc1
  3, -3, 2, 1, -14, 1, 1, 2, 3, 5.1
Cc1csc(Sc2ccc(C(=O)OCC(=O)Nc3ccc(OC(F)(F)F)cc3)cc2[N+](=O)[O-])n1
  -9, 40, 0, 1, -10, 0.6, 1, -4, -14, 4.2
Cc1cccc(Nc2ccccc2C(=O)OCC(=O)N2CCOCC2)c1C
  19, -6, -3, 1, -7, 1.1, 1.1, -7, -6, 2.8
Nc1nc2nc(SCC(=O)N3CCCc4ccccc43)[nH]c2c(=O)[nH]1
  -2, -19, -5, 1.1, -9, 1.2, 1, -1, 3, 0.8
OCCC#Cc1ccc(CN2CCN(Cc3ccsc3)C(CCO)C2)cc1 (stereo not given)
  -1, -7, -6, 1.1, -15, 1.1, 1.1, -6, 14, -0.5
COC(CNC(=O)C(C)n1nc(C)c2ccccc21)OC (stereo not given)
  -7, 5, -1, 1, -12, 0.9, 1, -1, 17, 1.7
CCCc1cc(=O)oc2cc(OCC(=O)OC)cc(OCC(=O)OC)c12
  -3, 9, 1, 1, -1, 0.9, 1.1, -7, 17, 2.8
O=c1c2ccccc2nc(/C=C/c2ccc([N+](=O)[O-])o2)n1CCCO
  101*, 12, 0, 1, -6, 0.9, 1.1, -5, 23, 1.1
O=C(OCc1nc2ccc(Cl)cc2n1CCO)c1ccccc1
  -1, 7, -2, 1, -22, 0.9, 1.1, -5, -8, -1.0
Cc1ccc(C(=O)COC(=O)CCN2C(=O)C3C4CC(C(Br)C4Br)C3C2=O)cc1 (stereo not given)
  24, 7, 2, 1, -4, 0.9, 1, -1, 1, 2.5

Following part.
Under each structure – L major viab, bIAP inh, TNAP inh hi DEA, TNAP act hi DEA, TNAP inh noacc, bIAP activator, FLuc stim CS, FLuc inhib CS, APP transl inh, RAM network inh
COc1ccc(NC(=O)c2ccc(=O)oc2)cc1
  -2, 0, -1, 1, -4, 1, 1, -1, 1, 0.3
O=C(O)c1cc(-n2nnnc2SCc2ccccc2F)ccc1Cl
  -7, 12, -3, 1, -2, 0.9, 1, -4, -15, 3.3
O=c1cc(-c2c(F)c(F)c(F)c(F)c2F)oc2ccccc12
  16, 9, -6, 1.1, -22, 0.9, 1, -4, 13, 2.2
COc1ccc(N2CCN(Cc3cc(=O)oc4cc(-c5ccccc5)c(O)cc34)CC2)cc1
  -7, -1, -1, 1, 9, 1, 1, -2, 31, 1.8
CCCNC(=S)Nc1ccc(Oc2ccccc2)cc1
  5, 50, -12, 1.1, -2, 0.5, 1.1, -8, -6, -0.7
CC(C)C1Nc2c(O)cc(Cl)c([N+](=O)[O-])c2C2C=CCC21 (stereo not given)
  -4, 9, 24, 0.8, 23, 0.9, 1, -1, -6, 5.9
CC(C)CC1CCCCC1OC(=O)C[N+]1(C)CCCCC1 (stereo not given)
  -3, -9, 0, 1, -5, 1.1, 1, -1, -25, 0.0
CC(C)c1ccc(CN(C(=O)C2COc3ccccc3O2)C2CCS(=O)(=O)C2)cc1 (stereo not given)
  17, -2, 2, 1, 6, 1, 1.1, -7, 18, 4.8
CCN(Cc1ccccc1)C(=O)C1CCN(Cc2ccc(OC)c(OC)c2OC)CC1
  -9, -12, -3, 1, -11, 1.1, 1.1, -10, 9, 0.7
COc1ccccc1OCCNC(=O)c1cc(SC)ccc1Cl
  -4, 8, -1, 1, -24, 0.9, 1.1, -9, 9, 0.9

The list continues:
Under each structure – L major viab, bIAP inh, TNAP inh hi DEA, TNAP act hi DEA, TNAP inh noacc, bIAP activator, FLuc stim CS, FLuc inhib CS, APP transl inh, RAM network inh
CC1(C)C(=O)NCCN1C(=O)CC1C(=O)NCCN1CC(c1ccccc1)c1ccccc1 (stereo not given)
  -3, 0, -8, 1.1, -11, 1, 1.1, -6, -14, 2.4
C/C(CCN1CCc2nc(-c3ccccc3)c(-c3ccccc3)cc2C1)=N\O[C@@H](C)c1cn([C@H](CO)Cc2ccccc2)nn1
  10, -14, -2, 1, -2, 1.1, 1.1, -8, -9, 1.6
O=C(COC(=O)c1cc[n+]([O-])cc1)Nc1ccc(F)c([N+](=O)[O-])c1
  -2, 17, 1, 1, -6, 0.8, 1.1, -6, 3, 0.3
COCCn1c(Cc2ccccc2)nnc1SCC(=O)Nc1cc(C)on1
  1, 13, -2, 1, -16, 0.9, 1, -5, -2, -0.1
CN(c1ccc(C(=O)N2CCOCC2)cc1)S(C)(=O)=O
  -3, 14, -2, 1, -12, 0.9, 1.1, -11, -13, -0.1
Cc1cccn2c(Nc3ccccc3)c(-c3ccccn3)nc12
  36, -2, -2, 1, -5, 1, 1, -5, -45, 0.2
OC(CNCc1ccccc1C(F)(F)F)C(F)(F)F (stereo not given)
  4, 6, -6, 1.1, -9, 0.9, 1.1, -6, 13, 3.8
CCOC(=O)C1=C(CSc2nnnn2C)N(C)C(=O)NC1c1ccccc1 (stereo not given)
  -4, 13, -7, 1.1, -8, 0.9, 1, -3, -1, 2.4
